Screens deposited in PubChem BioAssay by several laboratories.
S1P4 ag = activates the human S1P4 receptor; hit rate 0.35% among 220,000; activation, % at 4.98 µM; S1P4-expressing cell line, agonist reporter assay; in the data active = activation above about 11%;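 also: 0% = DMSO vehicle and 100% = reference agonist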
Target sequence (O95977 whole entry, looked up): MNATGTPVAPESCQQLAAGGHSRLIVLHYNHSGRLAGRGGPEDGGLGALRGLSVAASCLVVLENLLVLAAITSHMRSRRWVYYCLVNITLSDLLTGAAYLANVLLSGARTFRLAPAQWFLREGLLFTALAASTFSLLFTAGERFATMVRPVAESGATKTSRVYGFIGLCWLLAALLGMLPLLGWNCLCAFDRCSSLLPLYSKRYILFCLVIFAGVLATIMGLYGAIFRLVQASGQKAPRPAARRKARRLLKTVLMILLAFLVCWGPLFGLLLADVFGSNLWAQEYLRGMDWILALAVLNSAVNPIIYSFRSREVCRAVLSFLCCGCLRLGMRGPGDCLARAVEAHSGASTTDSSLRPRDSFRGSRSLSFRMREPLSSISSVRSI
NPY Y1 blocker = blocks the human neuropeptide Y Y1 receptor. HEK293-CNG Y1 cells, membrane potential fluorescence; NPY at EC95, then isoproterenol. P25929. inhibition, % at 3.6 µM. hit rate 1% among 200,000. AID 1040;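 active = inhibition above the campaign mean inhibition of all tested compounds plus 3 SD, cut at about 20% in these data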;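 also: 0% = DMSO wells given NPY plus isoproterenol and 100% = isoproterenol alone without NPY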
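Assay system: HEK293 cells with Y1 receptor plus CNG channel | Probe or stimulus: NPY (25 nM), isoproterenol (1 µM), Ro 20-1724 (25 µM) | Timing: Compound incubation 1 h at room temperature, readout 45 min post-stimulation | Measured by: Membrane-potential fluorescent dye readout | Benchmarks: High control isoproterenol alone, low control NPY with isoproterenol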
S1P4 antag = antagonists of human S1P4 receptor | S1P4-expressing cells, antagonist mode, reporter read-out | inhibition, % at 4.98 µM | hit rate 0.26% among 220,000 | AID 1510; in the data active = inhibition above about 29%;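 also: 0% = wells stimulated with agonist and 100% = vehicle wells without agonist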
EP2 modulator = modulators of human EP2 prostaglandin E2 receptor. induction, % at 25 µM. P43116. hit rate 0.83% among 260,000. AID 940. EP2-expressing cells, cAMP HTRF FRET, PGE2 co-stimulation;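 active = compounds whose cAMP rise, as percent of the full-agonist control response, exceeds 60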;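 also: rat C6 glioma line stably carrying human EP2 under a CMV promoter; the protocol text gives 20 µM as final concentration; 100% = response of wells given 1 µM PGE2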
CHOP inhibitor = blocks CHOP induction under ER stress. CHO-K1 CHOP-promoter luciferase, tunicamycin-induced, 15-18 h. inhibition, % at 10 µM. hit rate 3.8% among 220,000;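 active = compounds that reduced the stress-induced luciferase reporter signal by more than about 70% of percent inhibition, limit read from the data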;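 also: 0% = tunicamycin plus vehicle and 100% = wells without tunicamycin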
TRPN1 ag = activates the zebrafish TRPN1 channel. HEK293 zebrafish TRPN1-YFP, Fluo-8 calcium fluorescence; 100% = response to 87 µM carbachol. activation, % at 3 µM. hit rate 0.18% among 220,000. AID 1424;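 active = activation above its plate's cutoff, the mean activation of test wells on that plate plus 3 SD, cut at about 19% in these data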;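 also: 0% = DMSO alone and 100% = 87 µM carbachol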
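Assay system: Zebrafish TRPN1-YFP in HEK293 cells | Incubation: Dye loading 1 h at 37 °C, then 30 min room temperature | Measured by: Kinetic Fluo-8 fluorescence, ex 470-495, em 515-575 nm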
TRPML3 agonist = human mucolipin-3 channel agonism | hit rate 0.29% among 220,000 | HEK293 TRPML3-YFP, Fluo-8 calcium fluorescence; 100% = the carbachol control signal | activation, % at 3 µM;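 active = activation above its plate's cutoff, the mean activation of the plate's test wells plus 3 SD, cut at about 12% in these data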;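 also: 0% = DMSO only wells and 100% = carbachol wells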
Target sequence (Q8TDD5 whole entry, looked up): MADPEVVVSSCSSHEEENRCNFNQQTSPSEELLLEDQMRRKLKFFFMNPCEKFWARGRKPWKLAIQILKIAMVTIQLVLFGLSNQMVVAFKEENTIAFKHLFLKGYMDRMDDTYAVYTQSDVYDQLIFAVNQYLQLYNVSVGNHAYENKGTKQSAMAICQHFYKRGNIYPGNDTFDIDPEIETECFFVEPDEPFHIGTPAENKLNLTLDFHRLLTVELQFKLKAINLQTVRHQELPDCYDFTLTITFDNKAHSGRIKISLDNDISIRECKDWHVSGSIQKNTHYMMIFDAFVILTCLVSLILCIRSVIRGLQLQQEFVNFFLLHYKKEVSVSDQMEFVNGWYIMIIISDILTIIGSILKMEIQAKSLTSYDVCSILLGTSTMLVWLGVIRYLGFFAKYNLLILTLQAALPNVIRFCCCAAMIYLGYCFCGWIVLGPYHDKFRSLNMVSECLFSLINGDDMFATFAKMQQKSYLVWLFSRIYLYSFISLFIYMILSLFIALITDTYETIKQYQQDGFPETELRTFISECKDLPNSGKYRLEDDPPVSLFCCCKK
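Test system: HEK293 cells stably carrying human TRPML3-YFP; Doses: single dose, 3 µM final nominal compound, 0.3% DMSO final; Schedule: dye loading 1 h 37 °C then 30 min ambient, 125 s read; Technique: Fluo-8 calcium fluorescence; Benchmarks: high control carbachol 87 µM, low control DMSO.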
NPY-Y2 PAM-ag = potentiates or activates human NPY-Y2 receptor | cells expressing NPY-Y2, potentiator/agonist read-out | AID 1359 | hit rate 0.45% among 220,000 | P49146 | activation, % at 3.6 µM; in the data active = activation above about 27%;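 also: cells stimulated with NPY near EC25 plus isoproterenol at EC100; 0% = vehicle plus submaximal agonist and 100% = vehicle plus saturating agonist; some results beyond the cut were filed as inactive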
NPY1 pot ag = human NPY-Y1 potentiation or agonism, primary screen | AID 1304 | P25929 | NPY-Y1 expressing cells, potentiator/agonist activation | activation, % at 3.6 µM | hit rate 0.37% among 220,000; in the data active = activation above about 33%, passing the limit was not always enough;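 also: cells stimulated with NPY at EC10 then isoproterenol at EC100; 0% = low agonist plus stimulus and 100% = saturating agonist plus stimulus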
The depositor's hits bear a star; / = no result given; & = joins results of further samples. Compounds were not picked by outcome. About 6.5% of those tested had a hit in this group.

1) COC(=O)c1ccc2c(=O)n(CCN3CCOCC3)c(SCC(=O)NCc3ccccc3)nc2c1
2) CC(=O)N/N=C(\N)c1nonc1N
3) Cc1[nH]nc2c1C1(CCC3(CC1)OCCO3)C(C#N)=C(N)O2
4) O=C(Cc1ccc(-n2c(=O)[nH]c3ccsc3c2=O)cc1)NCc1cccnc1
5) Cc1ccc(Oc2nc3ccccc3n3cccc23)cc1
6) CCC(C)NCc1ccc(C(=O)OC)o1 (stereo not drawn)
7) Cc1cc2ccccc2n2c(SCC(=O)N3CCOCC3)nnc12
8) O=C(O)CCCC(=O)Nc1ccccc1C(=O)N1CCOCC1

Screen / compound no.	1	2	3	4	5	6	7	8
S1P4 ag	1.0	2.5	-1.9	2.4	-1.2	-1.3	-2.0	-2.0
NPY Y1 blocker	-0.8	/	-2.1	-2.8	10.9	1.4	4.2	3.0
S1P4 antag	15.7	8.2	-20.4	-21.3	-10.0	-3.6	-4.3	-0.3
EP2 modulator	-1.3	18.7	12.7	24.1	59.6	9.7	5.5	-5.4
CHOP inhibitor	-44.8	-5.4	29.0	10.9	64.6	-1.6	20.5	-0.6
TRPN1 ag	-0.2	1.8	-0.1	-0.1	-0.8	0.9	-0.8	-0.9
TRPML3 agonist	0.7	0.8	0.4	0.4	-0.1	-0.1	1.2	0.3
NPY-Y2 PAM-ag	4.5	-25.4	2.1	2.6	5.1	-13.1	-0.4	-19.7
NPY1 pot ag	6.8	16.6	13.7	-6.9	9.1	1.9	-4.5	-3.5

9) COc1ccc(F)cc1C(=O)C1CCCN(C(=O)CSc2ccccn2)C1 (stereo not drawn)
10) CCN(CC)CCCN=C(N)N
11) CC1CN(S(=O)(=O)c2ccc(C(=O)Nc3nnc(-c4ccc5c(c4)CCCC5)o3)cc2)CC(C)O1 (stereo not drawn)
12) O=C(Cc1ccccn1)Nc1ccccc1
13) Cc1nn(C(=O)CNS(=O)(=O)c2ccccc2)c(C)c1Sc1ccc(Cl)cc1
14) O=C(c1cc2sccc2n1Cc1ccccc1)N1CCCc2ccccc21
15) O=C(CCC(=O)Nc1ccc(F)cc1)N/N=C/c1cc([N+](=O)[O-])ccc1O
16) COC(=O)c1ccc2c(=O)n(Cc3ccc4c(c3)OCO4)c(SCC(=O)N3CCCC3)nc2c1

Screen / compound no.	9	10	11	12	13	14	15	16
S1P4 ag	-0.4	-1.9	-0.9	-0.5	2.1	-2.2	0.1	1.3
NPY Y1 blocker	-2.9	/	-0.5	5.1	6.4	13.2	0.5	/
S1P4 antag	-8.4	3.4	-17.3	-12.7	-22.3	-2.9	-8.2	-16.5
EP2 modulator	-10.6	-9.1	-12.7	9.6	39.9	69.0*	-16.1	-15.7
CHOP inhibitor	40.4	3.6	104.5*	5.6	81.6*	32.0	31.2	22.0
TRPN1 ag	-0.1	0.1	0.2	0.7	-1.6	-0.3	-1.0	0.8
TRPML3 agonist	-0.2	0.6	1.6	0.8	-0.1	-0.1	0.9	0.5
NPY-Y2 PAM-ag	-8.1	-27.8	-6.4	8.3	-5.5	-12.5	-3.2	10.5
NPY1 pot ag	15.6	-16.3	-1.6	11.7	-11.6	-31.4	-50.7	-16.2

17) COc1ccc(C=NCCC2(O)CC(C)N(C)CC2C)cc1 (stereo not drawn)
18) Cc1cccc(NC(=O)CSc2nnc(Cn3cnc4ccccc43)o2)c1
19) CCOc1ccc(C(=O)C2CCN(CC(=O)Nc3ccccc3N3CCOCC3)CC2)cc1
20) C=CCNC(=O)CCCC(=O)NCC=C
21) Cc1cccc(OCC2CCCN(Cc3nc(C4CC4)no3)C2)c1 (stereo not drawn)
22) CC(Oc1ccc(-c2ccccc2)c(F)c1)c1ccn(S(=O)(=O)c2ccc(Cl)cc2)n1 (stereo not drawn)
23) O=c1[nH]c2cc3c(cc2cc1CN(CCCO)Cc1nnnn1Cc1ccc(F)cc1)OCO3
24) CCC1Oc2ccccc2N(CC(=O)NCCN2C(C)CCCC2C)C1=O (stereo not drawn)

Screen / compound no.	17	18	19	20	21	22	23	24
S1P4 ag	-0.1	-1.4	0.9	-1.6	-1.5	-0.1	1.3	-0.8
NPY Y1 blocker	0.5	-2.1	-7.7	10.1	6.2	6.6	-1.9	1.3
S1P4 antag	4.5	-16.0	10.9	-11.1	5.0	-9.2	4.6	-3.5
EP2 modulator	6.1	-26.4	22.1&16.3	26.1	3.3	38.6	-4.2&-41.4	6.4
CHOP inhibitor	-14.6	-22.3	8.6	-11.6	-2.5	36.9	-11.5	21.8
TRPN1 ag	-0.4	-0.3	-0.7	-0.1	-1.1	0.6	1.8	0.7
TRPML3 agonist	0.1	0.1	0.1	0.8	0.5	0.8	0.0	-0.6
NPY-Y2 PAM-ag	1.0	-11.6	-19.2	9.2	-7.8	-24.7	-3.5	-0.2
NPY1 pot ag	6.4	-18.0	5.6	7.6	-28.0	6.9	12.9	-7.7

25) CC(=O)c1ccc(N2CCN(C(=O)c3ccc4nc[nH]c4c3)CC2)cc1
26) CCOC(=O)c1c(C)c(C(=O)N(C)C2CCCCC2)c(C)n1C
27) CCCCSc1[nH]c(=O)c(C(=O)OCC)cc1C#N
28) CCC(=O)Nc1nc(-c2ccccc2)ns1
29) Cc1ccc(SCC(=O)c2ccc[nH]2)cc1
30) Cc1nc(-c2ccccc2)sc1-c1n[nH]c(=S)n1C
31) CCC(C)SCC(=O)Nc1ccc(S(=O)(=O)N2CCOCC2)cc1OC (stereo not drawn)
32) CC(C)c1ccc(NC(=O)c2cc(S(=O)(=O)NCC3COc4ccccc4O3)ccc2F)cc1 (stereo not drawn)

Screen / compound no.	25	26	27	28	29	30	31	32
S1P4 ag	0.8	0.0	1.0	1.6	1.0	0.0	-1.6	-1.9
NPY Y1 blocker	-3.2	3.8	9.1	4.5	9.5	1.9	/	1.3
S1P4 antag	-11.0	-0.4	-2.4	0.2	-18.6	-15.6	5.2	8.2
EP2 modulator	5.5	22.8	0.4	-24.8	-26.4	10.6	-7.5	17.4
CHOP inhibitor	-10.5	17.1	10.0	1.6	-9.5	26.1	10.4	81.0*
TRPN1 ag	0.8	1.8	-1.0	3.4	-1.6	0.4	1.0	0.0
TRPML3 agonist	0.7	0.7	-0.1	1.0	0.5	-0.1	0.3	0.0
NPY-Y2 PAM-ag	-9.4	1.1	4.7	-6.2	0.6	-22.7	-7.5	-12.3
NPY1 pot ag	6.6	-5.4	-28.1	-13.3	1.0	-29.6	4.2	-12.1

33) O=P1(Nn2cnnc2)C=C(c2ccccc2)OC(c2ccccc2)=C1
34) NC1=NC2(CCCCC2)N(c2ccc(F)cc2F)C(N)=N1
35) CN(CCCNS(=O)(=O)c1cccc2cccnc12)Cc1ccccc1
36) C/C(=N\NC(=O)c1cccc([N+](=O)[O-])c1)c1ccncc1
37) Nc1c(C(=O)NC2CCCC2)c2nc3ccccc3nc2n1/N=C/c1ccco1
38) CCC1CCCCN1CCCNC(=O)c1ccc(CS(=O)(=O)Cc2ccccc2F)o1 (stereo not drawn)
39) CS(=O)(=O)c1ccc2nc(NC(=O)CN3CCN(Cc4ccccc4)CC3)sc2c1
40) COC(=O)c1ccc(C(=O)OC)c(NC(=O)CN2CCN(c3ccccc3)CC2)c1

Screen / compound no.	33	34	35	36	37	38	39	40
S1P4 ag	1.6	0.7	-2.2	0.9	0.5	1.5	1.8	-0.3
NPY Y1 blocker	5.9	-0.6	-1.0	1.3	1.3	-0.6	-9.5	2.7
S1P4 antag	9.4	-13.9	-13.3	-92.8	-15.8	-18.2	-26.2	-9.6
EP2 modulator	-7.5	-28.0&23.9	11.2	5.8	2.2	-4.1	11.5	17.5
CHOP inhibitor	-10.9	6.3	25.6	0.8	21.2	-26.6	2.9	44.3
TRPN1 ag	-0.6	-1.1	0.5	-0.1	-0.1	0.8	0.5	1.1
TRPML3 agonist	0.4	0.9	-0.2	0.8	0.3	0.5	1.4	0.8
NPY-Y2 PAM-ag	-21.4	5.9	-7.8	3.6	11.2	-1.2	1.8	11.0
NPY1 pot ag	-26.1	0.9	-0.1	17.2	10.1	-2.9	-13.1	3.6

Copied from the listing (10 entries):
31) CCC(C)SCC(=O)Nc1ccc(S(=O)(=O)N2CCOCC2)cc1OC (stereo not drawn)
32) CC(C)c1ccc(NC(=O)c2cc(S(=O)(=O)NCC3COc4ccccc4O3)ccc2F)cc1 (stereo not drawn)
33) O=P1(Nn2cnnc2)C=C(c2ccccc2)OC(c2ccccc2)=C1
34) NC1=NC2(CCCCC2)N(c2ccc(F)cc2F)C(N)=N1
35) CN(CCCNS(=O)(=O)c1cccc2cccnc12)Cc1ccccc1
36) C/C(=N\NC(=O)c1cccc([N+](=O)[O-])c1)c1ccncc1
37) Nc1c(C(=O)NC2CCCC2)c2nc3ccccc3nc2n1/N=C/c1ccco1
38) CCC1CCCCN1CCCNC(=O)c1ccc(CS(=O)(=O)Cc2ccccc2F)o1 (stereo not drawn)
39) CS(=O)(=O)c1ccc2nc(NC(=O)CN3CCN(Cc4ccccc4)CC3)sc2c1
40) COC(=O)c1ccc(C(=O)OC)c(NC(=O)CN2CCN(c3ccccc3)CC2)c1

Screen / compound no.	31	32	33	34	35	36	37	38	39	40
S1P4 ag	-1.6	-1.9	1.6	0.7	-2.2	0.9	0.5	1.5	1.8	-0.3
NPY Y1 blocker	/	1.3	5.9	-0.6	-1.0	1.3	1.3	-0.6	-9.5	2.7
S1P4 antag	5.2	8.2	9.4	-13.9	-13.3	-92.8	-15.8	-18.2	-26.2	-9.6
EP2 modulator	-7.5	17.4	-7.5	-28.0&23.9	11.2	5.8	2.2	-4.1	11.5	17.5
CHOP inhibitor	10.4	81.0*	-10.9	6.3	25.6	0.8	21.2	-26.6	2.9	44.3
TRPN1 ag	1.0	0.0	-0.6	-1.1	0.5	-0.1	-0.1	0.8	0.5	1.1
TRPML3 agonist	0.3	0.0	0.4	0.9	-0.2	0.8	0.3	0.5	1.4	0.8
NPY-Y2 PAM-ag	-7.5	-12.3	-21.4	5.9	-7.8	3.6	11.2	-1.2	1.8	11.0
NPY1 pot ag	4.2	-12.1	-26.1	0.9	-0.1	17.2	10.1	-2.9	-13.1	3.6

Other structures
41) C/C(=N\NC(=S)NCc1ccccc1)c1ccccc1F
42) Cc1cc(N2CC(=O)N(CCc3ccccc3)C(=O)C2)n2ncnc2n1
43) CN(c1ccccc1)S(=O)(=O)c1ccc(Cl)c(C(=O)NC2=NCCS2)c1
44) Cc1ccc(-c2noc(CSc3nc(N)cc(N)n3)n2)cc1

Screen / compound no.	41	42	43	44
S1P4 ag	0.4	0.6	4.9	2.0
NPY Y1 blocker	4.8	-0.2	0.2	-3.9
S1P4 antag	1.3	-14.8	-7.5	3.3
EP2 modulator	64.4*	6.1	20.1	-23.0
CHOP inhibitor	-7.2	-18.0	11.9	10.5
TRPN1 ag	-2.5	1.6	-0.8	6.6
TRPML3 agonist	-0.7	0.8	0.1	2.6
NPY-Y2 PAM-ag	-13.3	2.2	5.8	9.5
NPY1 pot ag	-35.1	-20.4	-9.1	7.7
